Screening results deposited in PubChem by several laboratories.
KKLEB cytotox: CF airway cell cytotoxicity counter-screen; KKLEB CF airway cells viability, ATPlite luminescence, overnight; hits give low values; cells stimulated with P. aeruginosa culture filtrate; activity change (cytotoxicity), % at 5 µM; 360,000 compounds, 0.36% hits; AID 602141;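 active means corrected activity change at or below -50% at 5 µM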
Shn3 3UTR inh: reduces Shn3 3'UTR luciferase signal in osteoblasts; 360,000 compounds, 0.52% hits; inhibition, % at 12.5 µM; Clone20 osteoblast Shn3 3'UTR firefly luciferase, 24 h;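 active means mean inhibition of at least 75% with every replicate also reaching 75%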;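 further: 0% = median of neutral control wells and 100% = pilot-screen positive control compound; some compounds past the cut are filed as inactive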
Peg3 prom inh: Peg3 promoter activity inhibition. HeLa PEG-Prom luciferase reporter, luminescence, overnight. inhibition, % at 20 µM. 360,000 compounds, 1.7% hits. AID 588405;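 active means inhibition of at least 50% at 20 µM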
TRAIL sens C8: caspase-8 TRAIL sensitization. NB7+C8 cells + TRAIL, ATPlite viability luminescence. inhibition (viability loss, TRAIL sensitization), % at 10 µM. 360,000 compounds, 1% hits;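 active means compounds causing at least 50% loss of cell viability in the single-dose screen, relative to plate controls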
TROY NFkB inh: blocks TROY-dependent signaling in reporter cells. Q293 LMP1-TROYcd NF-kB luciferase reporter, 4 h. inhibition, % at 10 µM. 360,000 compounds, 0.98% hits;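 active means compounds whose plate-normalised and pattern-corrected inhibition of the luciferase reporter signal at the single screening dose is 50% or more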
NR2E3 ag-1: NR2E3 (human) agonism | Q9Y5X4 | GST-NR2E3/biotin-RetCOR TR-FRET, 1536-well | inhibition of corepressor binding, % at 4.78 µM | 320,000 compounds, 0.12% hits | AID 2300;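 active means percent inhibition above the cutoff of mean plus 3 SD of all tested compounds, set per screening campaign, cut at about 20% in these data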;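 further: 0% = DMSO wells and 100% = biotin wells as full block of FRET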
Target sequence (Q9Y5X4 whole entry, looked up): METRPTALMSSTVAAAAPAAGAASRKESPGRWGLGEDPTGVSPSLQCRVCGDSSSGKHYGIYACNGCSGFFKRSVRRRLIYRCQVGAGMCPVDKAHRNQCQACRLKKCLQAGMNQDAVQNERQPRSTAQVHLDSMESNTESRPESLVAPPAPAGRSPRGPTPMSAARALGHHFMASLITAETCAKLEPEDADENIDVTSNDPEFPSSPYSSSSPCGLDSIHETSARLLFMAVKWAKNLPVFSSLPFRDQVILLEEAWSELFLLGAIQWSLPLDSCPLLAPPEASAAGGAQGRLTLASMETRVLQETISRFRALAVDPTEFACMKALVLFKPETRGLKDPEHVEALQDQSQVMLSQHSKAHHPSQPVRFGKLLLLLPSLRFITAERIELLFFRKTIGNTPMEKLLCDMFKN
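System: GST-NR2E3 and biotin-RetCOR proteins; probe or stimulus: 7 nM biotin-RetCOR; doses: compound at 4.8 µM, single dose; schedule: Compound–protein incubation for 5 h at 4 °C; detection: time-resolved FRET; read-out: percent inhibition; controls: biotin wells as high control, 0.6% DMSO wells as low control; format: 1536-well plates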
MITF TRPM1 inh: reduces MITF-dependent TRPM1 promoter luciferase signal; inhibition, % at 12.5 µM; 330,000 compounds, 0.83% hits; SK-MEL-5 TRPM1 promoter luciferase, 24 h; AID 488899;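 active means mean inhibition across replicates of 60% or more, whatever share of single replicates reaches that level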; further: values of inactives mirror those of a sister screen read the other way
TWEAK Fn14 block: TWEAK-Fn14 signaling inhibition. TWEAK-stimulated Fn14 reporter cells, luciferase luminescence, 8 h. inhibition, % at 10 µM. 360,000 compounds, 2% hits. AID 1159606; in the data active means inhibition above about 50%
NR2E3 ag-2: agonists of human NR2E3 nuclear receptor; Q9Y5X4; CHO-S Gal4-NCOR/VP16-NR2E3 two-hybrid, luciferase; inhibition of corepressor binding, % at 3.98 µM; 360,000 compounds, 0.35% hits; AID 602229;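 active means inhibition above the mean of all tested compounds plus 3 SD, cut at about 70% in these data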;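 further: 0% = DMSO with NR2E3 transfected cells and 100% = cells lacking NR2E3 construct; higher means lower luciferase signal from less NR2E3 corepressor binding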
HIF-2a block: HIF-2a inhibition | inhibition, % at 18.8 µM | AID 624352 | 360,000 compounds, 0.72% hits | 786-0 RCC cells HIF-2a reporter, luciferase luminescence, overnight;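 active means inhibition of the luminescence signal of 40% or more relative to plate controls, in a single-dose primary screen at 18.75 µM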
CF NFkB block: blocks PAF-induced NF-kB reporter in cystic fibrosis cells. inhibition, % at 5 µM. KKLEB NF-kB-GFP reporter, GFP fluorescence overnight. 360,000 compounds, 0.86% hits;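 active means at least 50% inhibition at 5 µM, scaled per plate between neutral and stimulator controls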;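 further: PAF is a Pseudomonas aeruginosa culture filtrate used as stimulus; plate controls were PAF-stimulated DMSO wells for no effect and unstimulated DMSO wells for full effect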
Numbers without * were called inactive; nt = no result given. Only part of the results is shown; count on the stated rates, not on these rows.

no. | canonical_smiles | KKLEB cytotox | Shn3 3UTR inh | Peg3 prom inh | TRAIL sens C8 | TROY NFkB inh | NR2E3 ag-1 | MITF TRPM1 inh | TWEAK Fn14 block | NR2E3 ag-2 | HIF-2a block | CF NFkB block
1 | Cc1ccc(NC(=O)CNC(=O)c2ccc(Oc3ccccc3)cc2)nc1 | -25 | -4 | -8 | 8 | -30 | 1 | -20 | -12 | -5 | -21 | 14
2 | COc1cc(CNc2ccc3[nH]c(=O)[nH]c3c2)ccc1OCc1ccc(Cl)cc1 | 0 | -64 | -248 | 19 | -7 | 2 | -19 | 34 | -124 | -134 | -13
3 | Cc1cc(NC(=O)CSc2nnc(-c3ccncc3)n2-c2ccccc2)no1 | 1 | 5 | 5 | 1 | 5 | 0 | 3 | 0 | 2 | 20 | 0
4 | Cc1ccccc1NS(=O)(=O)c1cc(C(=O)NCCSC2CCCCC2)ccc1C | -6 | 27 | 12 | 19 | 21 | -3 | 4 | 9 | -5 | -5 | 11
5 | O=C(CN1CCN(c2ccc(F)cc2)CC1)c1ccc(O)cc1O | 10 | -11 | -6 | 2 | 5 | 3 | 6 | -1 | -10 | 1 | -27
6 | O=C(CCN1C(=O)/C(=C\c2ccccc2)SC1=S)Nc1ccc(C(=O)O)cc1 | 0 | 12 | 12 | -52 | 0 | -4 | 1 | 14 | -32 | 19 | 18
7 | COc1ccc(C(=O)n2nc(C)cc2Nc2ccccc2)cc1 | -4 | -69 | -234 | 1 | -60 | 2 | -20 | -34 | -126 | -213 | -8
8 | COc1cc(/C=N/N2CCN(C3c4ccccc4-c4ccccc43)CC2)ccc1O | -10 | 13 | 7 | 12 | -7 | -1 | -1 | 17 | -7 | 15 | 9
9 | O=C(CCCCn1ccc(=O)[nH]c1=O)Nc1ccc(C(=O)O)c(O)c1 | -6 | -19 | -3 | 13 | 11 | nt | -6 | 10 | -2 | 16 | 0
10 | COc1ccccc1CCN1CCCC(CN(C)CC(C)(C)CO)C1 (stereo not drawn) | 4 | 29 | -13 | 11 | 24 | 0 | 6 | 0 | 18 | 14 | -2
11 | CCCCCCCOc1ccc(C2(C)NC(=O)NC2=O)cc1 (stereo not drawn) | -7 | -5 | -12 | -7 | 15 | 0 | 6 | -13 | -2 | -5 | 22
12 | COCCN1CCN(Cc2cn(C)nc2-c2ccc(Oc3ccccc3)cc2)CC1 | 2 | -2 | 8 | 0 | 6 | 3 | -1 | 2 | 17 | 5 | 11
13 | C[C@H](CO)N1C[C@H](C)[C@@H](CN(C)S(C)(=O)=O)Oc2ccc(NC(=O)Nc3ccc(C(F)(F)F)cc3)cc2C1=O | 1 | -3 | 5 | -8 | -4 | nt | 3 | 9 | -28 | 26 | 1
14 | CCCCn1c(N)c(N2CCOCC2)c(=O)n(CC(=O)NCCc2ccccc2)c1=O | -2 | -7 | 3 | 4 | 14 | -1 | 1 | 6 | 2 | 12 | -7
15 | COc1ccc(Oc2ccccc2/C=C/C(=O)O)cc1 | -12 | -3 | 6 | -28 | 0 | 3 | 10 | -12 | -7 | 14 | 5
16 | O=C(c1ccc(CNc2c(N3CCCC3)c(=O)c2=O)cc1)N1CCc2ccccc2C1 | 9 | -22 | 8 | 10 | -26 | -3 | nt | 14 | 9 | 3 | -7
17 | CC(C)COP(=O)(OCC(C)C)C(Nc1ccccc1)c1ccc(F)cc1 (stereo not drawn) | -16 | 2 | 11 | 8 | -6 | 2 | 11 | 6 | 4 | 23 | -4
18 | NC(=O)COC(=O)c1ccc2c(c1)C(=O)N(Cc1ccco1)C2=O | -1 | 0 | -6 | -15 | -7 | 1 | 6 | -1 | -6 | 9 | 1
19 | CCCN(CCc1ccccc1)C1CCc2c(O)cccc2C1 (stereo not drawn) | 21 | 19 | -6 | 8 | 5 | -6 | 4 | 8 | -20 | 5 | -7
20 | CCN(Cc1ccccc1)C1CCN(Cc2ccc(SC)cc2)CC1 | -4 | 20 | 18 | 5 | 21 | -2 | -12 | -3 | -23 | 18 | 1

(continued)
no. | canonical_smiles | KKLEB cytotox | Shn3 3UTR inh | Peg3 prom inh | TRAIL sens C8 | TROY NFkB inh | NR2E3 ag-1 | MITF TRPM1 inh | TWEAK Fn14 block | NR2E3 ag-2 | HIF-2a block | CF NFkB block
21 | CC(=O)c1sc(NC(=O)CCCOc2ccc(Cl)cc2)nc1C | 0 | 9 | 7 | -5 | 12 | -53 | 5 | 2 | -18 | 1 | 18
22 | Cc1ccc(NC(=S)NC(=O)/C=C/c2ccc(Cl)cc2)cc1 | 9 | 15 | 0 | -11 | -4 | 1 | -13 | -23 | -8 | 3 | -4
23 | O=C(COc1ccccc1[N+](=O)[O-])Nc1cccc(C(=O)Nc2ccccc2C(=O)O)c1 | 17 | -19 | 9 | -1 | -20 | 5 | 8 | -11 | -23 | 2 | -28
24 | COc1ccc(C(=O)OCC(=O)Nc2nc3c(F)c(F)c(F)cc3s2)cc1OC | -12 | -8 | -3 | 4 | 10 | 1 | -12 | -10 | -44 | 9 | -28
25 | COc1ccc(NC(=O)Nc2ccc(OCC(=O)N3CCOCC3)cc2)cc1OC | 5 | -1 | -1 | 8 | -13 | 1 | 5 | -9 | -6 | -11 | -3
26 | Cc1ccc2[nH]c(=O)c(CN(CC3COCCO3)C(=O)Nc3ccccc3C)cc2c1 (stereo not drawn) | 3 | -1 | 17 | -5 | 4 | 2 | 6 | 4 | 16 | 5 | -6
27 | Cc1ccc(NC(=O)c2sc(N)nc2-c2ccc([N+](=O)[O-])cc2)c(C)c1 | -10 | -5 | 3 | 2 | -9 | 5 | -15 | -30 | -25 | 8 | -2
28 | COC(=O)c1cc(C(=O)Nc2nnc(C3CC3)s2)cc([N+](=O)[O-])c1 | -8 | 6 | 13 | -7 | 1 | -2 | 1 | 1 | -58 | 18 | 4
29 | Cc1nc(CC(=O)NNS(=O)(=O)c2ccc(F)c(Cl)c2)cs1 | -3 | -15 | 1 | 3 | -2 | 1 | 4 | 8 | -2 | 7 | 13
30 | NC(=O)CC(NC(=O)Cc1cccc2ccccc12)c1ccc(NCc2ccccn2)c([N+](=O)[O-])c1 (stereo not drawn) | -20 | 31 | 1 | -10 | -7 | 0 | 3 | -9 | -18 | -4 | 8
31 | COc1cc(O)oc1C=Nc1ccc(C(=O)O)cc1 | 21 | 4 | 17 | 19 | 13 | 0 | 3 | -14 | -14 | 9 | 1
32 | Cn1c(NC(=O)c2ccc(F)cc2)nc2ccccc21 | 11 | -66 | -143 | 64* | -12 | nt | -9 | 16 | -117 | -177 | -9
33 | COc1ccccc1OCCNC(=O)C(c1ccccc1)c1ccccc1 | 0 | 12 | 10 | -6 | 5 | 0 | -7 | -2 | 10 | 18 | -2
34 | CCOC(=O)CC(=O)CSc1nc(N)c(C#N)c(-c2ccc(F)cc2)c1C#N | 11 | -4 | 17 | 11 | 7 | 2 | 6 | 9 | -7 | 15 | 4
35 | Cn1ncc2c(N3CCC(Cc4ccccc4)CC3)ncnc21 | 10 | 50 | 15 | 5 | 9 | 0 | 2 | 14 | 28 | 0 | 5
36 | O=C(NC1(C(F)(F)F)N=C(c2ccccc2)NC1=O)c1ccccc1 (stereo not drawn) | 13 | -9 | 2 | -5 | -8 | 0 | 0 | -7 | -3 | 13 | -21
37 | COc1ccccc1N1CCN(S(=O)(=O)c2cc(Br)cnc2N)CC1 | 7 | 12 | 17 | 11 | 10 | 1 | 4 | -16 | -20 | 3 | 15
38 | Nc1c(-c2ccccc2)c(CN2CCOCC2)nn1-c1ccc(F)cc1 | -2 | 7 | 8 | 22 | -4 | 0 | -4 | -9 | -12 | 9 | -5
39 | Cc1ccc(NC(=O)Cn2nc([N+](=O)[O-])c(Br)c2C)cc1C | -8 | -3 | 14 | -2 | -4 | 0 | 9 | -1 | -10 | 17 | 6
40 | O=[N+]([O-])c1cccc(-c2nc(-c3ccncc3)no2)c1 | 4 | -26 | -213 | -9 | -41 | 4 | -40 | -43 | -131 | -223 | -22

(continued)
no. | canonical_smiles | KKLEB cytotox | Shn3 3UTR inh | Peg3 prom inh | TRAIL sens C8 | TROY NFkB inh | NR2E3 ag-1 | MITF TRPM1 inh | TWEAK Fn14 block | NR2E3 ag-2 | HIF-2a block | CF NFkB block
41 | CN(C)CCNC(=O)COc1cccc(Cl)c1 | -8 | 5 | 10 | -12 | 10 | 2 | -8 | -4 | -19 | 10 | -15
42 | CCS(=O)(=O)CCSc1nc2c(cc1C#N)CCCC2 | 2 | -18 | -11 | -7 | -22 | 0 | -24 | -16 | -1 | -44 | 3
43 | O=C(c1ccc2c(=O)n(C3CCCC3)c(=S)[nH]c2c1)N1CCN(C2CCCCC2)CC1 | -4 | -12 | 24 | -5 | 15 | -1 | 8 | 7 | 31 | 5 | 15
44 | Cc1ccccc1-c1nc(CS(=O)(=O)CC(=O)N2CCc3ccccc3C2)c(C)o1 | 0 | 5 | 8 | 5 | 13 | 0 | 5 | 1 | 2 | 12 | -5
45 | CC(C)c1ccc(C(C(=O)NC2CCCCC2)N(C(=O)c2csnn2)C2CC2)cc1 (stereo not drawn) | 0 | 5 | 20 | -1 | 2 | 0 | 4 | 16 | -3 | 27 | 18
46 | COC(=O)[C@@H](NC(=O)NCc1cccs1)C(C)C | -5 | 0 | 10 | -23 | -12 | 1 | -4 | 5 | -13 | 7 | 2

9 structures out of the list, sorted by SMILES length, smallest number first:
no. | canonical_smiles | KKLEB cytotox | Shn3 3UTR inh | Peg3 prom inh | TRAIL sens C8 | TROY NFkB inh | NR2E3 ag-1 | MITF TRPM1 inh | TWEAK Fn14 block | NR2E3 ag-2 | HIF-2a block | CF NFkB block
41 | CN(C)CCNC(=O)COc1cccc(Cl)c1 | -8 | 5 | 10 | -12 | 10 | 2 | -8 | -4 | -19 | 10 | -15
42 | CCS(=O)(=O)CCSc1nc2c(cc1C#N)CCCC2 | 2 | -18 | -11 | -7 | -22 | 0 | -24 | -16 | -1 | -44 | 3
35 | Cn1ncc2c(N3CCC(Cc4ccccc4)CC3)ncnc21 | 10 | 50 | 15 | 5 | 9 | 0 | 2 | 14 | 28 | 0 | 5
40 | O=[N+]([O-])c1cccc(-c2nc(-c3ccncc3)no2)c1 | 4 | -26 | -213 | -9 | -41 | 4 | -40 | -43 | -131 | -223 | -22
38 | Nc1c(-c2ccccc2)c(CN2CCOCC2)nn1-c1ccc(F)cc1 | -2 | 7 | 8 | 22 | -4 | 0 | -4 | -9 | -12 | 9 | -5
36 | O=C(NC1(C(F)(F)F)N=C(c2ccccc2)NC1=O)c1ccccc1 (stereo not drawn) | 13 | -9 | 2 | -5 | -8 | 0 | 0 | -7 | -3 | 13 | -21
39 | Cc1ccc(NC(=O)Cn2nc([N+](=O)[O-])c(Br)c2C)cc1C | -8 | -3 | 14 | -2 | -4 | 0 | 9 | -1 | -10 | 17 | 6
44 | Cc1ccccc1-c1nc(CS(=O)(=O)CC(=O)N2CCc3ccccc3C2)c(C)o1 | 0 | 5 | 8 | 5 | 13 | 0 | 5 | 1 | 2 | 12 | -5
43 | O=C(c1ccc2c(=O)n(C3CCCC3)c(=S)[nH]c2c1)N1CCN(C2CCCCC2)CC1 | -4 | -12 | 24 | -5 | 15 | -1 | 8 | 7 | 31 | 5 | 15
